From PubChem
Mtb BioA inh – BioA (M. tuberculosis) enzyme inhibition | purified M. tuberculosis BioA enzyme, plate reader | inhibition, % at 9.99 µM | 0.096% of 360,000 active | AID 602481; in the data active means inhibition above about 40%
TcdB GH inh – blocks C. difficile toxin B glycohydrolase activity; TcdB glycohydrolase enzymatic assay, plate reader; inhibition, % at 9.99 µM; 0.24% of 350,000 active; AID 652162; in the data active means inhibition above about 10%
Numbers without * were called inactive. Only part of the results is shown (hit frequency here may not be typical).

SMILES | Mtb BioA inh | TcdB GH inh
CCCNC(=O)N1C[C@@H]2[C@H](c3ccccc31)[C@H](CO)N2Cc1ccc2c(c1)OCO2 | 0.3 | -0.2
O=C(C[C@@H]1C[C@H]2c3cc(NC(=O)c4ccc5c(c4)OCO5)ccc3O[C@H]2[C@H](CO)O1)NCc1ccccn1 | 2.9 | 1.1
CC(C)c1cn(CC[C@@H]2CC[C@H](NC(=O)C3CC3)[C@@H](CO)O2)nn1 | -2.4 | 1.0
COc1ccc(S(=O)(=O)N(C)C[C@@H]2Oc3ccc(NC(=O)Nc4ccc(C(F)(F)F)cc4)cc3C(=O)N([C@H](C)CO)C[C@@H]2C)cc1 | -1.5 | 1.4
C[C@H]1CN([C@@H](C)CO)C(=O)c2cc(NC(=O)Nc3cccc4ccccc34)ccc2O[C@H]1CN(C)C(=O)Nc1ccc2c(c1)OCO2 | -2.0 | -0.4
CN1[C@H](CO)[C@H]2c3ccccc3N(C(=O)Nc3ccccc3F)C[C@H]21 | -1.2 | 1.0
CCCN(C)C[C@@H]1Oc2cc(-c3cncnc3)ccc2S(=O)(=O)N([C@H](C)CO)C[C@@H]1C | -1.0 | 0.0
C/C=C/c1cnc2c(c1)C(=O)N([C@@H](C)CO)C[C@H](C)[C@H](CN(C)S(=O)(=O)c1ccc(F)cc1)O2 | 6.2 | 0.8
Cc1cc(C(=O)Nc2cccc3c2O[C@@H](CN(C)Cc2ccc(-c4ccccc4)cc2)[C@H](C)CN([C@@H](C)CO)C3=O)n(C)n1 | 4.1 | -0.7
C[C@H](CO)N1C[C@H](C)[C@H](CN(C)C)Oc2c(NC(=O)C3CC3)cccc2C1=O | -4.3 | 1.2
COc1cccc(NC(=O)N(C)C[C@H]2Oc3cc(/C=C/c4ccccc4)ccc3S(=O)(=O)N([C@@H](C)CO)C[C@H]2C)c1 | -1.9 | -1.9
CC(C)NC(=O)Nc1ccc2c(c1)C(=O)N([C@@H](C)CO)C[C@H](C)[C@H](CN(C)C(=O)Nc1ccc(F)cc1)OCCCC[C@@H](C)O2 | 1.8 | -0.5
O=C(Nc1ccc2c(c1)OCO2)N[C@H]1CC[C@@H](CC(=O)N2CCN(c3ccccc3)CC2)O[C@@H]1CO | -0.7 | -0.4
C[C@H](CO)N1C[C@H](C)[C@H](CN(C)C(=O)CN(C)C)Oc2cc(C#C[C@@H](C)O)ccc2S1(=O)=O | 4.9 | 0.9
Cc1noc(C)c1S(=O)(=O)Nc1ccc2c(c1)C(=O)N([C@H](C)CO)C[C@@H](C)[C@@H](CN(C)Cc1ccc(C(F)(F)F)cc1)OCCCC[C@H](C)O2 | -1.1 | -0.3
C[C@H](CO)N1C[C@H](C)[C@H](CN(C)Cc2ccccn2)Oc2cc(Br)ccc2S1(=O)=O | 1.8 | -1.5
CC(C)NC(=O)Nc1ccc2c(c1)CC(=O)N([C@H](C)CO)C[C@H](C)[C@@H](CN(C)S(=O)(=O)c1cn(C)cn1)O2 | -2.0 | -0.4
C[C@@H]1CN([C@H](C)CO)C(=O)c2cc(NC(=O)NC3CCCCC3)ccc2O[C@H]1CN(C)C(=O)Nc1cccc2ccccc12 | 0.4 | 0.1
COCCNC(=O)C[C@H]1C[C@@H]2c3cc(NC(=O)CN(C)C)ccc3O[C@@H]2[C@H](CO)O1 | -1.5 | -1.1
C[C@H]1CN([C@@H](C)CO)C(=O)c2cc(-c3ccc(C#N)cc3)cnc2O[C@@H]1CN(C)C(=O)CN(C)C | 0.7 | -0.3
O=C(NCC1CCCCC1)[C@@H]1[C@@H](CO)[C@@H]2Cn3c(cccc3=O)[C@@H]2N1Cc1ccccn1 | 0.7 | -0.9
CCCNC(=O)N1C[C@@H](O)COC[C@H]2O[C@H](CC(=O)N3CCCCC3)CC[C@@H]21 | 0.3 | 0.1
O=C(C[C@@H]1CC[C@H]2[C@@H](COC[C@H](O)CN2S(=O)(=O)c2ccccc2)O1)Nc1ccccc1 | 1.7 | 0.5
O=C(c1ccccc1F)N1C[C@H]2[C@@H](c3ccccc31)[C@@H](CO)N2C(=O)C1CCCC1 | -1.5 | 1.0
C[C@H](CO)N1C[C@H](C)[C@@H](CN(C)C(=O)C2CC2)Oc2cc(-c3ccncc3)ccc2S1(=O)=O | 2.6 | -0.3
CCNC(=O)C[C@@H]1CC[C@H]2[C@@H](COC[C@H](O)CN2C(=O)Nc2ccc(C(F)(F)F)cc2)O1 | 0.6 | 1.4
COCCNC(=O)C[C@H]1C=C[C@H](NS(=O)(=O)c2ccc(C)cc2)[C@@H](CO)O1 | -2.9 | -8.6
CCC(=O)Nc1ccc2c(c1)C(=O)N(C)[C@H]1CC[C@H](CC(=O)NCC3CCCCC3)O[C@H]1CO2 | 5.4 | 1.5
O=C(N[C@H]1C=C[C@@H](CC(=O)N2CCOCC2)O[C@@H]1CO)c1ccccn1 | -1.5 | 0.0
CCCC(=O)Nc1ccc2c(c1)OC[C@H](C)N(CCC(F)(F)F)C[C@@H](C)[C@@H](OC)CN(C)C2=O | 1.8 | 0.6

Continued, overlapping the part above by six compounds.
SMILES | Mtb BioA inh | TcdB GH inh
C[C@H](CO)N1C[C@H](C)[C@@H](CN(C)C(=O)C2CC2)Oc2cc(-c3ccncc3)ccc2S1(=O)=O | 2.6 | -0.3
CCNC(=O)C[C@@H]1CC[C@H]2[C@@H](COC[C@H](O)CN2C(=O)Nc2ccc(C(F)(F)F)cc2)O1 | 0.6 | 1.4
COCCNC(=O)C[C@H]1C=C[C@H](NS(=O)(=O)c2ccc(C)cc2)[C@@H](CO)O1 | -2.9 | -8.6
CCC(=O)Nc1ccc2c(c1)C(=O)N(C)[C@H]1CC[C@H](CC(=O)NCC3CCCCC3)O[C@H]1CO2 | 5.4 | 1.5
O=C(N[C@H]1C=C[C@@H](CC(=O)N2CCOCC2)O[C@@H]1CO)c1ccccn1 | -1.5 | 0.0
CCCC(=O)Nc1ccc2c(c1)OC[C@H](C)N(CCC(F)(F)F)C[C@@H](C)[C@@H](OC)CN(C)C2=O | 1.8 | 0.6
O=C(C[C@H]1CC[C@@H](NS(=O)(=O)c2ccccc2)[C@@H](CO)O1)NCc1ccncn1 | -4.4 | -1.2
C[C@@H]1CCCCO[C@H](CN(C)C(=O)c2ccncc2)[C@@H](C)CN([C@H](C)CO)C(=O)c2cc(NC(=O)Cc3ccccc3)ccc2O1 | -2.5 | -0.1
C[C@H](CO)N1C[C@H](C)[C@H](CN(C)C(=O)Nc2ccc3c(c2)OCO3)OCCCC[C@H](C)Oc2ccc(NS(=O)(=O)c3ccc(Cl)cc3)cc2C1=O | -1.6 | -1.0
Cc1ccc(S(=O)(=O)N[C@@H]2CC[C@@H](CCNS(=O)(=O)Cc3ccccc3)O[C@@H]2CO)cc1 | 2.6 | -1.3
C[C@H](CO)N1C[C@H](C)[C@H](CN(C)S(=O)(=O)c2ccc(Cl)cc2)Oc2ccc(NS(C)(=O)=O)cc2CC1=O | 1.4 | 0.4
CC(C)(C)[S@@](=O)N1Cc2cc(C(=O)N[C@@H]3CCN(Cc4ccccc4)C3)nc(-c3cccc(-c4cccnc4)c3)c2[C@H]1CCO | 1.5 | -0.4
CCC(=O)N(C)C[C@H]1Oc2cc(C#CC3(O)CCCC3)ccc2S(=O)(=O)N([C@@H](C)CO)C[C@@H]1C | 1.9 | -0.3
CCCC#Cc1ccc([C@@H]2[C@@H](CO)N(C(=O)C3CCCCC3)[C@H]2C#N)cc1 | -0.9 | -0.2
C[C@@H]1CN([C@@H](C)CO)S(=O)(=O)c2ccc(-c3ccccc3F)cc2O[C@H]1CN(C)Cc1ccncc1 | 1.8 | 0.8
CO[C@H]1CN(C)C(=O)c2cc(NC(C)=O)ccc2OC[C@H](C)N(C(=O)C2CCC2)C[C@@H]1C | 5.7 | -1.2
COc1ccc(-c2ccc3c(c2)O[C@@H](CN(C)C(C)=O)[C@H](C)CN([C@@H](C)CO)S3(=O)=O)cc1 | 1.3 | 0.9
C[C@@H]1CN([C@@H](C)CO)C(=O)c2cc(C#Cc3ccccc3F)cnc2O[C@@H]1CN(C)S(=O)(=O)c1ccccc1 | -2.4 | -0.6
CO[C@H]1CC[C@H]2CCN(C)C(=O)C[C@H](c3ccccc3)CN(C)C(=O)c3cccc(C#N)c3OC[C@H]1O2 | 15 | -0.6
O=S(=O)(N[C@@H]1CC[C@@H](CCn2cc(C3(O)CCCC3)nn2)O[C@H]1CO)c1ccccc1 | 0.9 | 0.6
CCCNC(=O)C[C@@H]1CC[C@H]2[C@@H](COC[C@@H](O)CN2C(=O)c2ccc(F)cc2)O1 | 3.0 | -0.3
C[C@H]1CN([C@@H](C)CO)C(=O)c2cc(C#CC3CCCCC3)cnc2O[C@@H]1CN(C)C(=O)c1ccncc1 | -0.8 | -0.1
C[C@H]1CN([C@@H](C)CO)C(=O)c2cccc(NC(=O)Nc3ccccc3)c2O[C@@H]1CN(C)Cc1ccc(C(=O)Nc2ccccc2N)cc1 | 2.6 | -0.2
CC(C)CC#Cc1ccc2c(c1)O[C@@H](CN(C)S(=O)(=O)c1cccc(F)c1)[C@@H](C)CN([C@H](C)CO)S2(=O)=O | 0.1 | 0.2
COc1cccc(S(=O)(=O)N[C@@H]2CC[C@H](CCn3cc(-c4ccccc4)nn3)O[C@@H]2CO)c1 | 6.0 | -0.3
C[C@@H]1CN([C@H](C)CO)S(=O)(=O)c2ccc(C3=CCCC3)cc2O[C@@H]1CN(C)C(=O)C1CCOCC1 | -0.8 | -1.8
Cc1noc(C)c1NC(=O)Nc1ccc2c(c1)C(=O)N([C@H](C)CO)C[C@@H](C)[C@H](CN(C)S(=O)(=O)c1cn(C)cn1)OCCCC[C@H](C)O2 | 1.1 | -0.2
Cc1ccc(S(=O)(=O)N[C@H]2CC[C@H](CC(=O)NCc3ccccc3F)O[C@H]2CO)cc1 | 0.2 | -8.3
C[C@@H]1CN([C@@H](C)CO)C(=O)c2cc(N(C)C)ccc2O[C@@H](C)CCCCO[C@@H]1CN(C)C(=O)NC1CCCCC1 | -1.9 | -25
CC(C)NC(=O)N1CCCCN2[C@@H](CO)[C@H](c3ccc(C#Cc4ccccc4F)cc3)[C@@H]2C1 | -11 | 1.0
O=C(CN1CCOCC1)NCC[C@@H]1CC[C@@H](NC(=O)c2ccc3c(c2)OCO3)[C@@H](CO)O1 | 1.9 | -0.9
C[C@@H]1CN([C@@H](C)CO)C(=O)c2cc(NS(C)(=O)=O)ccc2O[C@@H](C)CCCCO[C@@H]1CN(C)C(=O)CCC(F)(F)F | 0.1 | -0.5
COc1cccc(S(=O)(=O)N2CCCCN3[C@H](CO)[C@H](c4ccc(-c5cccnc5)cc4)[C@H]3C2)c1 | 3.0 | -0.5
CCCNC(=O)C[C@@H]1C[C@@H]2c3cc(NS(=O)(=O)c4ccc(F)cc4)ccc3O[C@@H]2[C@H](CO)O1 | -0.7 | -1.9
C[C@H]1CN([C@@H](C)CO)C(=O)c2cccc(NS(C)(=O)=O)c2O[C@@H]1CN(C)Cc1ccc(-c2ccccc2)cc1 | 0.1 | -4.7
CN1CCN(C(=O)C[C@@H]2CC[C@@H]3[C@H](COC[C@H](O)CN3CC3CC3)O2)CC1 | -2.3 | -0.3
C[C@H](CO)N1C[C@H](C)[C@H](CN(C)C(=O)Nc2cccc3ccccc23)Oc2ncc(C#Cc3ccc(C(F)(F)F)cc3)cc2C1=O | -1.1 | 0.8
C[C@@H]1CN([C@@H](C)CO)C(=O)c2cc(-c3ccncc3)cnc2O[C@H]1CN(C)Cc1ccc(F)cc1 | 1.1 | 2.0
C[C@@H]1CCCCO[C@@H](CN(C)Cc2ccncc2)[C@H](C)CN([C@@H](C)CO)C(=O)c2cc(NS(=O)(=O)c3ccccc3)ccc2O1 | -0.9 | -2.1
COc1cccc(-c2ccc([C@H]3[C@@H](CO)N4CCCCN(C(=O)NC(C)C)C[C@H]34)cc2)c1 | 8.0 | 0.3
C[C@@H]1CN([C@H](C)CO)C(=O)c2cc(NC(=O)Cn3cnnn3)ccc2O[C@H]1CN(C)Cc1ccc(C(=O)O)cc1 | -0.3 | -1.0
C[C@@H](NC(=O)[C@H]1[C@H](CO)[C@H]2Cn3c(ccc(-c4ccncc4)c3=O)[C@@H]1N2C)c1ccccc1 | -0.7 | 1.1
C[C@@H]1CCCCO[C@H](CN(C)Cc2ccncc2)[C@H](C)CN([C@H](C)CO)C(=O)c2cc(NC(=O)NC3CCCCC3)ccc2O1 | -3.1 | 1.2
CO[C@H]1CN(C)C(=O)c2ccc(NC(=O)C3CC3)cc2OC[C@H](C)N(C(=O)c2cnccn2)C[C@@H]1C | -2.7 | 0.8
C[C@@H]1CN([C@@H](C)CO)C(=O)c2cc(NC(=O)CCC(F)(F)F)ccc2O[C@@H](C)CCCCO[C@H]1CN(C)Cc1ccc2c(c1)OCO2 | -0.1 | -0.1
C[C@@H]1CN([C@H](C)CO)C(=O)Cc2cc(NS(=O)(=O)c3ccccc3)ccc2O[C@@H]1CN(C)Cc1ccncc1 | -1.9 | 0.7
CO[C@@H]1CN(C)C(=O)c2ccc(NC(=O)Nc3cc(F)ccc3F)cc2OC[C@H](C)N(C)C[C@H]1C | 3.0 | -0.9
C[C@H]1CCCCO[C@@H](CN(C)C(=O)CCCN(C)C)[C@@H](C)CN([C@@H](C)CO)C(=O)c2cc(NC(=O)Nc3ccccc3)ccc2O1 | -0.9 | 0.2
C[C@@H]1CN([C@H](C)CO)C(=O)Cc2cc(N(C)C)ccc2O[C@H]1CN(C)Cc1ccc(-c2ccccc2)cc1 | -1.6 | -5.0
C[C@@H]1CN([C@@H](C)CO)C(=O)Cc2cc(NC(=O)Nc3ccc(C(F)(F)F)cc3)ccc2O[C@@H]1CN(C)C(=O)Nc1ccc(C(F)(F)F)cc1 | -2.0 | -3.6
C[C@H](CO)N1C[C@H](C)[C@@H](CN(C)S(=O)(=O)c2ccc(Cl)cc2)Oc2ccc(NC(=O)CCN3CCOCC3)cc2C1=O | 0.2 | -0.8

No new results follow: 2 of the compounds above.
SMILES | Mtb BioA inh | TcdB GH inh
C[C@H](CO)N1C[C@H](C)[C@H](CN(C)C(=O)Nc2cccc3ccccc23)Oc2ncc(C#Cc3ccc(C(F)(F)F)cc3)cc2C1=O | -1.1 | 0.8
C[C@@H]1CN([C@@H](C)CO)C(=O)c2cc(-c3ccncc3)cnc2O[C@H]1CN(C)Cc1ccc(F)cc1 | 1.1 | 2.0
